BoNT-F LC inh: BoNT/F light chain protease inhibitors, primary screen, biochemical, flow cytometry, MLPCN library; Botulinum neurotoxin type F light chain protease (Clostridium botulinum); Multiplex microsphere protease cleavage assay; inhibition, % at 10 µM; 360,000 compounds, 0.22% hits; AID 588497, 2011; in the data active = inhibition above about 35%, passing the limit was not always enough; inconclusive = no clear call, values can overlap the other calls; note: plate controls were buffer without enzyme for full effect and enzyme alone for no effect
Mtb UGM inh: M. tuberculosis UGM enzyme inhibitors, primary screen, biochemical, fluorescence polarization, single point | UDP-galactopyranose mutase (Mycobacterium tuberculosis (strain ATCC 25618 / H37Rv)), … | purified UGM, fluorescence polarization probe displacement | inhibition, % at 10 µM | 320,000 compounds, 0.06% hits | AID 504406, 2011; in the data active = inhibition above about 10%, passing the limit was not always enough; inconclusive = no clear call, values can overlap the other calls
Target sequence (P9WIQ1 whole entry, looked up): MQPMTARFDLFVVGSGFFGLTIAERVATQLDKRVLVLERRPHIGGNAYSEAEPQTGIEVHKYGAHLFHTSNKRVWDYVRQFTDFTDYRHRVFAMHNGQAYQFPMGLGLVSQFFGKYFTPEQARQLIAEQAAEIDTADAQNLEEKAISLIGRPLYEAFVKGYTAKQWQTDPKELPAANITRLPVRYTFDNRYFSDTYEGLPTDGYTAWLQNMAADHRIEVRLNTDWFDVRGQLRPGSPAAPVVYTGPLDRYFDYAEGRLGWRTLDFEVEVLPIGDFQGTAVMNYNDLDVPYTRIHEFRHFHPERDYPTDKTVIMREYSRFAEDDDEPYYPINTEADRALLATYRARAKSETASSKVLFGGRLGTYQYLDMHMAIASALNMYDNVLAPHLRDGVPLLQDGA
PrPC surface inh: inhibitors of human cell surface prion protein PrPC, primary screen, cell-based, TR-FRET | TR-FRET read-out | inhibition, % at 13.8 µM | 370,000 compounds, 0.43% hits; in the data active = inhibition above about 24%; note: 0% = median of the test wells and 100% = reference compound wells
GDH-TPI counter: GDH-TPI coupling enzyme inhibitors, primary screen, artefact control for M. tuberculosis FBA inhibitor project, biochemical, absorbance, full deck | GDH-TPI coupled enzyme counterscreen, NADH absorbance | inhibition, % at 4.8 µM | 360,000 compounds, 1.2% hits | AID 588335, 2011; in the data active = inhibition above about 30%;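 note: 0% = DMSO wells and 100% = wells lacking the enzyme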
Rv3671c protease: Rv3671c serine protease inhibitors, primary screen, biochemical, fluorescence polarization, M. tuberculosis H37Rv | P9WHR9 | inhibition, % at 5.96 µM | 320,000 compounds, 0.048% hits; in the data active = inhibition above about 38%;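 note: extracellular domain of Rv3671c used as enzyme; 0% = enzyme with DMSO and 100% = no enzyme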
Mtb BioA inh: M. tuberculosis BioA enzyme inhibitors, primary screen, biochemical, plate reader, single point, HTS; 360,000 compounds, 0.096% hits; 7,8-diaminopelargonic acid synthase BioA (Mycobacterium tuberculosis); purified M. tuberculosis BioA enzyme; inhibition, % at 9.99 µM; in the data active = inhibition above about 40%; inconclusive = no clear call, values can overlap the other calls
MazF activator: activators of E. coli MazEF toxin-antitoxin RNase, primary screen, biochemical, fluorescence, uHTS | FAM/BHQ RNA-DNA oligo cleavage fluorescence, 5 h | 350,000 compounds, 0.32% hits | activation, % at 20 µM | Endoribonuclease toxin MazF (Escherichia coli (strain K12)), P0AE70 | AID 504720, 2011; in the data active = activation above about 50%
Target sequence (P0AE70 whole entry, looked up): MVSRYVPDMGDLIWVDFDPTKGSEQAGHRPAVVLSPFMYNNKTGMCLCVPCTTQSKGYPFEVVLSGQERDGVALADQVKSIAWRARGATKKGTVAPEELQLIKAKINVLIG
Mtb FBA inh: Mtb FBA enzyme inhibitors, primary screen, biochemical, fluorescence, strain H37Rv. Fructose-bisphosphate aldolase (Mycobacterium tuberculosis (strain ATCC 25618 / H37Rv)), …. purified M. tuberculosis FBA, fluorescence read-out. inhibition, % at 1 µM. 360,000 compounds, 2.3% hits. AID 588726, 2011; in the data active = inhibition above about 27%;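 note: 0% = vehicle and 100% = reference inhibitor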
Target sequence (P9WQA3 whole entry, looked up): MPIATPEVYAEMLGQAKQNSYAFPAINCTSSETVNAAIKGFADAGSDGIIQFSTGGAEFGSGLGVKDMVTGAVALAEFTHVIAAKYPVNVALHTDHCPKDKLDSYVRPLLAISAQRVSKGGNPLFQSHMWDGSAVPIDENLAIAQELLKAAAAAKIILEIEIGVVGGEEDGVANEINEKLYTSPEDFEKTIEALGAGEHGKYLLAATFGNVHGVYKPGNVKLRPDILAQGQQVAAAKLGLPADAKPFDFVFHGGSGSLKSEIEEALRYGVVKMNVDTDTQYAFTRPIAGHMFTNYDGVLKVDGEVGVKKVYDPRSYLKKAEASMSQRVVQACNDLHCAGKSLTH
FadD28 binding: inhibitors of FadD28 bisubstrate probe binding, primary screen, biochemical, fluorescence polarization, single point; inhibition, % at 12.5 µM; Mycobacterium tuberculosis FadD28 fatty-acid-AMP ligase; 360,000 compounds, 0.22% hits; in the data active = inhibition above about 8.5%, passing the limit was not always enough; inconclusive = no clear call, values can overlap the other calls
* hit, by the source's call; ? = inconclusive; nt = not tested or not shown; & = joins results of further samples.

SMILES	BoNT-F LC inh	Mtb UGM inh	PrPC surface inh	GDH-TPI counter	Rv3671c protease	Mtb BioA inh	MazF activator	Mtb FBA inh	FadD28 binding
O=C(CC(c1ccccc1)c1cc(Br)ccc1O)NCCN1CCOCC1 (stereo not given)	-26	-1.7	-4	1	1	0.0	4	-2	-3.0
CCN(CC)c1cc(C)c2cc(NC(=O)c3ccccc3F)ccc2n1	-17	-1.5	-8	0	-4	3.0	4	2	-1.9
COc1ccc(N2C(=O)CC(Sc3nc(C)cc(C)n3)C2=O)cc1OC (stereo not given)	?	0.0	5	-4	5	3.6	-4	0	0.9
CN(CCC#N)c1ncnc2scc(-c3ccccc3)c12	-2	-1.3	-6	-4	2	1.8	6	4	-3.0
CC1(C)OC(=O)C2=C(CC(CCc3ccccc3)OC2c2ccccc2)O1 (stereo not given)	-6	nt	2	-6	nt	1.1	12	1	-1.8
Cc1cc(C)c2nc(SCCc3ccccc3)nc(C)c2c1	-3	-0.7	0	-5	-4	nt	9	8	-2.6
O=C(CCN1C(=O)c2ccccc2C1=O)c1cnc[nH]1	-4	nt	-2	nt	nt	nt	nt	3	-1.5
O=C1NC(=O)C(Cc2ccccc2)(c2cccnc2)N1 (stereo not given)	?	-0.3	1	9	6	-0.8	-18	4	2.4
CN1CCN(C(=O)C[C@H]2C[C@H]3c4cc(NC(=O)NC5CCCCC5)ccc4O[C@H]3[C@@H](CO)O2)CC1	3	nt	9	16	nt	-1.1&-0.1	5	7	-1.1
COc1cc(C(=O)O)nc(OC)n1	0	-0.9	-1	-2	4	nt	10	-4	-3.2
CCn1c(CC(=O)Nc2ccccc2C)nnc1SCC(=O)NC1CCCC1	-5	-0.2	-9	-5	-2	0.7	12	0	nt
CCOc1c(Cl)cc(C(=O)NCCN2CCCCC2)cc1Cl	4	2.2	0	-11	-1	nt	6	4	-1.3
CC(=O)c1cccc(NC(=O)N2CCC(C(=O)c3ccc(F)cc3)CC2)c1	-6	4.5	2	1	11	7.3	-4	1	-0.1
CCC(C(=O)OC)n1cnc2scc(-c3ccc(C)cc3)c2c1=O (stereo not given)	-58	0.9	-5	12	2	-2.0	-5	3	-1.3
C=CCN1C=C2C(=O)C(C)(OC(=O)C3CCCC3)C(=O)C=C2C=C1c1ccsc1 (stereo not given)	-19	5.6	-4	15	-34	0.3	-14	0	-0.1
CC(C)CCN1C(=O)c2ccc(-c3nc4ccccc4c(=O)o3)cc2C1=O	-2	-2.3	6	8	2	-0.4	9	0	-0.4
COC(=O)CSc1cc(SCC(=O)OC)c(C#N)c(SCC(=O)OC)c1	6	0.3	-10	-6	-4	nt	0	-2	-4.7
O=C(/C=C/c1ccc([N+](=O)[O-])cc1)NCCc1ccccc1	6	2.0	-43	5	-14	nt	5	-6	-3.9
CCC1CCc2sc(C(=O)NC3CCN(Cc4ccccc4)CC3)cc2C1 (stereo not given)	-4	-1.5	6	7	7	0.2	-8	1	-4.4
CCOC(=O)C(=O)Nc1ccc(S(=O)(=O)Nc2ncccn2)cc1	4	-2.4	1	4	2	-1.5	-1	3	-0.1
COc1ccc(Cl)cc1N(CC(=O)NC(C)(C)C)S(=O)(=O)c1ccc(C)c([N+](=O)[O-])c1	-2	-2.2	-7	10	-1	nt	1	1	-1.5
COc1ccc(C2C(C(C)=O)=C(O)C(=O)N2CCc2c[nH]c3ccccc23)cc1 (stereo not given)	-2	1.4	-2	5	-3	nt	2	2	1.0
Cc1onc(-c2ccccc2)c1C(=O)Nc1nnc(C(C)C)s1	-6	2.5	9	1	-6	0.1	1	-1	-1.0
COc1ccc(C(=O)COC(=O)C(CC(C)C)N2C(=O)c3ccccc3C2=O)cc1 (stereo not given)	?	3.5	4	4	-6	-1.2	4	-2	-2.3
COc1ccc(Br)cc1S(=O)(=O)Nc1ncn[nH]1	-16	1.6	-3	-5	7	-1.1	0	-2	-2.0

Compounds above that have a cyano group (two):
SMILES	BoNT-F LC inh	Mtb UGM inh	PrPC surface inh	GDH-TPI counter	Rv3671c protease	Mtb BioA inh	MazF activator	Mtb FBA inh	FadD28 binding
CN(CCC#N)c1ncnc2scc(-c3ccccc3)c12	-2	-1.3	-6	-4	2	1.8	6	4	-3.0
COC(=O)CSc1cc(SCC(=O)OC)c(C#N)c(SCC(=O)OC)c1	6	0.3	-10	-6	-4	nt	0	-2	-4.7

3 entries drawn at random from the list so far, as already listed:
SMILES	BoNT-F LC inh	Mtb UGM inh	PrPC surface inh	GDH-TPI counter	Rv3671c protease	Mtb BioA inh	MazF activator	Mtb FBA inh	FadD28 binding
CC(=O)c1cccc(NC(=O)N2CCC(C(=O)c3ccc(F)cc3)CC2)c1	-6	4.5	2	1	11	7.3	-4	1	-0.1
CCN(CC)c1cc(C)c2cc(NC(=O)c3ccccc3F)ccc2n1	-17	-1.5	-8	0	-4	3.0	4	2	-1.9
COc1ccc(C(=O)COC(=O)C(CC(C)C)N2C(=O)c3ccccc3C2=O)cc1 (stereo not given)	?	3.5	4	4	-6	-1.2	4	-2	-2.3

Remaining list, next part:
SMILES	BoNT-F LC inh	Mtb UGM inh	PrPC surface inh	GDH-TPI counter	Rv3671c protease	Mtb BioA inh	MazF activator	Mtb FBA inh	FadD28 binding
Cc1ccc(NC(=O)CS(=O)CC(=O)NC(C)CCc2ccco2)cc1Cl (stereo not given)	0	0.4	-5	7	-4	-1.0	-26	4	0.4
CCN(C(=O)CSc1ccc(S(=O)(=O)N2CCOCC2)cn1)c1ccccc1	-16	1.2	-5	0	9	-0.3	3	0	-2.5
CC(C)(C)n1nnnc1C(C1CC1)N1CCN(C/C=C/c2ccccc2)CC1 (stereo not given)	4	nt	-9	nt	nt	-0.1	nt	4	-1.7
Cc1cc(C)c(S(=O)(=O)Nc2ncn[nH]2)cc1C	-2	-0.8	-7	0	-2	7.3	-1	0	0.0
O=C(/C=C/c1ccc(-c2cccc([N+](=O)[O-])c2)o1)N1CCOCC1	-4	1.6	-25	38*	-20	3.1	7	0	0.2
CC1(C)Cc2nc3oc4c(=S)nc[nH]c4c3cc2CO1	-1	-1.0	2	16	12	nt	7	2	-0.6
COc1cc(C2(c3ccc(O)c(OC)c3)C(=O)Nc3c(C)cc(Br)cc32)ccc1O	?	1.0	-6	-2	6	2.7	10	-1	-3.2
COCCN(C(=O)CSc1nnc(C)n1Cc1ccccc1)c1c(N)n(Cc2ccccc2)c(=O)[nH]c1=O	-8	-0.8	nt	-6	-3	nt	5	-3	-3.7
CCOc1ccc(CC(=O)OCN2C(=O)c3ccccc3C2=O)cc1	-6	0.2	-4	6	-5	-0.8	-6	-3	-2.7
CC1CCN(S(=O)(=O)c2cn(C)c(=O)n(C)c2=O)CC1	2	-2.3	5	1	-1	-1.5	3	-1	-1.4
Cc1ccc(CNc2ncc(-c3ccc4c(c3)OCO4)n2C)cc1	1	0.6	-6	-2	2	7.2	10	1	-1.6
O=C(CNC(=O)OCc1ccccc1)Nc1ccc(F)cc1	-7	-1.9	7	1	-11	1.2	1	1	nt
Cc1cc(OCC(=O)NNC(=O)c2ccncc2)cc(C)c1Cl	-2	-0.8	2	8	nt	-2.4	-8	2	-1.7
Cc1ccc(S(=O)(=O)NNC(=O)c2cc([N+](=O)[O-])c(C)c([N+](=O)[O-])c2)cc1	-6	0.8	-11	-1	-2	-0.5	-1	1	-2.1
O=C1COc2ccc(OCc3ccc(F)cc3)cc21	0	-2.0	-2	21	-3	-0.8	-19	1	0.2
CC(=O)NCCc1ccc(O)cc1	-11	5.9	0	19	-4	0.1	2	8	-1.4
COc1ccc(N(CC(=O)Nc2c(C)cccc2C)S(=O)(=O)c2ccccc2[N+](=O)[O-])c(OC)c1	1	0.0	2	-1	0	-1.8	-2	2	-1.9
Cc1cc(=O)[nH]c(N/N=C/c2c(C)oc3ccccc23)n1	0	0.9	-4	24	4	-0.6	8	3	1.2
CCCCC(=O)N(C)c1c(C)nc2ccc(C(=O)N(C)Cc3ccco3)cn12	-11	nt	10	9	nt	1.7	nt	-1	-0.2
Cc1ccc(NC(=O)CC2S/C(=N/N=C3\CCCc4ccccc43)NC2=O)cc1 (stereo not given)	-1	-1.2	5	15	-16	nt	-8	-11	-3.6
CS(=O)(=O)N(Cc1ccc(C(=O)N2CCc3ccccc3C2)cc1)c1ccccc1	2	-0.2	1	3	-4	nt	-1	0	-5.5
O=[N+]([O-])c1cccnc1N1CCC(c2cc(-c3ccc(Cl)cc3Cl)n[nH]2)CC1	-4	-0.2	-2	11	-46	-3.0	-3	1	-1.3
CCCCCCC(c1c(C)n(C)n(-c2ccccc2)c1=O)c1c(C)n(C)n(-c2ccccc2)c1=O	16	0.8	4	-4	-13	-1.5	0	3	-4.9
O=C1NC(c2cccc([N+](=O)[O-])c2)=CCN1c1ccccc1O	-1	3.5	-14	1	1	1.9	3	-5	-3.8
CC(Oc1ccc(Cl)cc1Cl)C(=O)NCc1ccncc1 (stereo not given)	-2	2.1	6	8	8	0.9	-2	0	-0.5

Going on with the list:
SMILES	BoNT-F LC inh	Mtb UGM inh	PrPC surface inh	GDH-TPI counter	Rv3671c protease	Mtb BioA inh	MazF activator	Mtb FBA inh	FadD28 binding
O=C(NCc1ccccc1)C(c1ccncc1)N(C(=O)c1csnn1)C1CC1 (stereo not given)	2	-2.2	-6	-7	2	nt	1	-3	-0.7
CCOC(=O)Cc1cnc(NC(=O)NC(C(=O)OCC)(c2ccccc2)C(F)(F)F)s1 (stereo not given)	-1	1.1	7	-2	1	0.6	4	-4	-1.1
Cc1ccc(OCCNC(=O)CCNS(=O)(=O)c2ccc(Br)cc2)cc1	-6	-1.6	-12	-2	6	-1.2	-6	1	-4.3
COC(=O)NC1c2ccccc2Oc2ccc(C)cc21 (stereo not given)	-13	0.2	-5	7	7	nt	6	0	-2.5
COC(=O)C1=C(C(=O)OC)[C@@H]2N(C)c3ccccc3[C@@]23C[C@@H](CO)N(C(=O)c2cccs2)C3=N1	-4	-0.6	-6	19	1	-0.8	4	4	1.1
OCCC1CN(Cc2cccc(-n3cccn3)c2)CCN1Cc1ccccc1 (stereo not given)	-7	-6.9	-8	17	-8	nt	-6	1	-0.2
CCCCCC(=O)N1C[C@@H](n2cc(C3CC3)nn2)[C@H](O)C[C@@H]1c1ccc(OC)cc1	-7	nt	4	0	nt	-0.4	4	1	-2.9
CC[N+]1=CN(c2ccccc2)C(C)=CC1(C)C	-33	-2.4	9	3	-1	-1.3	-1	-4	-3.3
COc1ccc2nc(COC(=O)c3ccco3)c(C(C)=O)[n+]([O-])c2c1	-8	3.8	-5	5	5	-0.1	-3	7	-4.5
CCC1Oc2nc(SC)nnc2-c2ccccc2N1C(=O)c1ccccc1 (stereo not given)	0	-1.7	-14	13	8	0.9	8	-2	-1.5
CC1=NN(/C(=N\c2nnc(C)s2)Nc2ccc(C)cc2)[C@H](c2ccc(C)cc2)S1	0	-1.5	1	9	-5	-1.3	7	1	-4.0
Cc1n[nH]c(=O)nc1N1CCc2ccccc2C1	5	-1.3	8	-4	4	nt	0	-1	-3.7
COc1ccc(Cl)cc1S(=O)(=O)NCc1cccnc1	-2	2.8	7	-3	-3	7.6	-3	1	-3.3
COc1ccc(CNS(=O)(=O)c2csc(C(N)=O)c2)cc1OC	-2	-2.0	2	-2	-7	-1.4	4	1	-2.2
O=C(Nc1nnc(S(=O)(=O)N2CCOCC2)s1)c1ccccc1	0	0.4	3	17	2	-0.9	-2	0	-2.3
CCOc1cccc(C(=O)NC(=S)Nc2ccc3c(c2)OCCO3)c1	-6	0.8	-3	1	-7	-0.1	3	-1	1.1
CC(C)C[C@H](NC(=O)C1CC(=O)N(c2ccc3c(c2)OCCO3)C1)C(=O)NC1CCCC1 (stereo not given in full)	1	1.3	1	3	2	-0.6	3	0	-3.2
CN1CCN(C(=O)CC23CC4CC(CC(C4)C2)C3)CC1	15	1.0	-4	-1	1	1.9	-2	4	0.4

Compound activity deposited in PubChem BioAssay by several laboratories.
